C8 TRAIL sens – viability loss with TRAIL in NB7+C8 cells, primary screen, TRAIL sensitizer project, cell-based, ATPlite luminescence; inhibition (viability loss, TRAIL sensitization), % at 10 µM; AID 624354, 2012; hit rate 1% among 360,000;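 active = compounds causing at least 50% loss of cell viability in the single-dose screen, relative to plate controls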
NCOA3 inh – SRC3 coactivator transcriptional activity inhibitors, primary screen, cell-based, luminescence | Nuclear receptor coactivator 3 (Homo sapiens), Q9Y6Q9 | HEK293 GAL4-SRC3 luciferase reporter | inhibition, % at 3.6 µM | hit rate 0.17% among 360,000 | AID 588352, 2011;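 active = inhibition above a per-campaign cutoff, the mean of all compounds plus 3 SD, cut at about 60% in these data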;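 also: 0% = DMSO-treated cells and 100% = gossypol-treated cells at 36 µM; higher means less SRC3-driven luciferase light from the GAL4 reporter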
TLR9-MyD88 inh – inhibitors of TLR9-MyD88 association in cells, primary screen, cell-based, CHO, BLA complementation, fluorescence. hit rate 0.21% among 340,000. Toll-like receptor 9 (Homo sapiens) + Myeloid differentiation primary response protein …. inhibition, % at 4.98 µM. CCF4 FRET ratio. AID 504734, 2011;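 active = inhibition above the mean over all tested compounds plus 3 SD, cut at about 21% in these data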;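 also: 0% = DMSO only wells and 100% = clavulanate BLA inhibitor control wells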
EBV LMP1 NFkB – EBV LMP1-driven NF-kappaB luciferase reporter inhibitors, primary screen, cell-based, luminescence, single point; LMP1-induced NF-kappaB luciferase reporter cells; inhibition, % at 12.5 µM; hit rate 0.69% among 350,000; AID 504558, 2011; in the data active = inhibition above about 41%;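 also: 0% = neutral control wells and 100% = reference inhibitor control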
SRC2 inh – inhibition of GAL4-SRC2 driven luciferase reporter, primary screen, SRC2 inhibitor project, cell-based, luminescence. Nuclear receptor coactivator 2 (Homo sapiens), Q15596. HEK293 GAL4-SRC2 luciferase reporter. hit rate 0.17% among 370,000. inhibition, % at 9 µM;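 active = inhibition above the mean inhibition of all tested compounds plus 3 SD, set per campaign, cut at about 52% in these data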;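 also: 0% = DMSO treated cells and 100% = cells given Gossypol at 36 µM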
NOD2 RIPK2 PPI – NOD2-RIPK2 binding disruptors in cells, primary screen, fluorescence, CHO cells, BLA complementation; Receptor-interacting serine/threonine-protein kinase 2 (Homo sapiens), O43353; CCF4 ratio; inhibition, % at 4.98 µM; hit rate 0.38% among 360,000; AID 624267, 2012; in the data active = inhibition above about 21%;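 also: 0% = vehicle only and 100% = reference blocker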
Target sequence (O43353 whole entry, looked up): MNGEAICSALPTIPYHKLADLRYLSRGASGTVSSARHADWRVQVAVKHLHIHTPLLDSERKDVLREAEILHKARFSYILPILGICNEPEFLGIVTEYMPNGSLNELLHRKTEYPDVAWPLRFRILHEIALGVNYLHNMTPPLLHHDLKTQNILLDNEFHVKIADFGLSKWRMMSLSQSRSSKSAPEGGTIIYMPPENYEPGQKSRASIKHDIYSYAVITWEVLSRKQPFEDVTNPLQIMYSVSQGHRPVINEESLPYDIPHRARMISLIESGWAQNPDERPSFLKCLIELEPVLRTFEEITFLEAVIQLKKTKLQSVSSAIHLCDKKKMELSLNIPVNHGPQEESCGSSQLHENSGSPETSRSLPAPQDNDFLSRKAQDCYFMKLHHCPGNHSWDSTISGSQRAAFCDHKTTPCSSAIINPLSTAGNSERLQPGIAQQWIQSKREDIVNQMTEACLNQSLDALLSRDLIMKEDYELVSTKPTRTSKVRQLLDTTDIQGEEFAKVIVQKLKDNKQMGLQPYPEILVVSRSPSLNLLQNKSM
NR2F2 inh – NR2F2 transcriptional activity inhibitors, primary screen, cell-based, luciferase reporter, HEK293T, luminescence | COUP transcription factor 2 (Homo sapiens), P24468 | HEK293T NGFI-A luciferase reporter | inhibition, % at 8.6 µM | hit rate 0.7% among 370,000 | AID 686940, 2013;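 active = inhibition above a per-plate cutoff, mean inhibition of test wells between control levels plus 3 SD, cut at about 38% in these data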;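 also: cells cotransfected with COUP-TFII expression vector driving the NGFI-A reporter; 0% = median of COUP-TF2 test wells and 100% = reporter-only cells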
NCOA1 inh – SRC1 coactivator transcriptional activity inhibitors, primary screen, cell-based, luminescence; AID 588354, 2011; Nuclear receptor coactivator 1 (Homo sapiens), Q15788; inhibition, % at 3.6 µM; HEK293 GAL4-SRC1 luciferase reporter; hit rate 0.12% among 360,000;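 active = inhibition above the campaign mean plus 3 SD, with each screening campaign given its own cutoff, cut at about 60% in these data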;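 also: 0% = DMSO treated cells and 100% = gossypol at 36 µM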
TROY NFkB inh – inhibitors of TROY-driven NF-kB signaling, primary screen, Q293 LMP1-TROYcd cells, NF-kB luciferase, uHTS; Q293 LMP1-TROYcd NF-kB luciferase reporter, 4 h; inhibition, % at 10 µM; hit rate 0.98% among 360,000;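 active = compounds whose plate-normalised and pattern-corrected inhibition of the luciferase reporter signal at the single screening dose is 50% or more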
TWEAK-Fn14 inh – inhibitors of TWEAK-Fn14 signaling, primary screen, luciferase reporter cells, uHTS; TWEAK-stimulated Fn14 reporter cells, luciferase luminescence, 8 h; inhibition, % at 10 µM; hit rate 2% among 360,000; in the data active = inhibition above about 50%
NR5A2 inv ag – LRH-1 (NR5A2) inverse agonists, primary screen, cell-based, luminescence, HEK293T, StAR-luciferase reporter; Nuclear receptor subfamily 5 group A member 2 (Homo sapiens), O00482; LRH-1 transfected, 24 h; inhibition, % at 3.6 µM; hit rate 0.13% among 360,000;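 active = inhibition above the mean inhibition of all tested compounds plus 3 SD, cut at about 73% in these data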;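 also: 0% = DMSO wells and 100% = reporter-only cells lacking LRH-1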
Target sequence (O00482 whole entry, looked up): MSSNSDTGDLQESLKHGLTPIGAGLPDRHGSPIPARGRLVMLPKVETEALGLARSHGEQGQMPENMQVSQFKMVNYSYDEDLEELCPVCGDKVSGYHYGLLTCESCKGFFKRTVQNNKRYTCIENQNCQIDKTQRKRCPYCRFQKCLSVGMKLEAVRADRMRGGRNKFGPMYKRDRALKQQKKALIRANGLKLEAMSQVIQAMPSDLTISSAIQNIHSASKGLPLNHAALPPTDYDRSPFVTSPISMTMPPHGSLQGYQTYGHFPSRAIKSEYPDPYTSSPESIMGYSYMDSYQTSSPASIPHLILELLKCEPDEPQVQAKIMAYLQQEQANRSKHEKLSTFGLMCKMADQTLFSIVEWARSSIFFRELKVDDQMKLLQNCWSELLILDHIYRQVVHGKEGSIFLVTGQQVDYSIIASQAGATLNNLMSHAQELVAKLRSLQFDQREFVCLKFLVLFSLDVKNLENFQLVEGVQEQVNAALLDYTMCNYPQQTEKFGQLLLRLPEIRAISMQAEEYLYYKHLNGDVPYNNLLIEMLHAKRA
Numbers without * were called inactive; nt = not tested or not shown. This is a subset, so the mix of outcomes need not match the whole.

SMILES	C8 TRAIL sens	NCOA3 inh	TLR9-MyD88 inh	EBV LMP1 NFkB	SRC2 inh	NOD2 RIPK2 PPI	NR2F2 inh	NCOA1 inh	TROY NFkB inh	TWEAK-Fn14 inh	NR5A2 inv ag
Cc1ccc(S(=O)(=O)Nc2ccc(O)c(S(=O)(=O)c3ccc(C)cc3)c2)cc1	-5.3	13.6	-9.3	-2.9	-5.8	-0.7	4.7	6.6	2.7	1.4	-4.5
COC(=O)C1=C(C)NC(C)=C(C(=O)OC)C1c1ccc(C)o1	-1.7	-29.3	nt	-5.3	-1.6	-12.4	9.2	2.5	7.3	0.3	-4.5
C=C[C@@]1(C)CC(=O)[C@]2(O)[C@@]3(C)[C@@H](O)CCC(C)(C)[C@@H]3[C@H](OC(C)=O)[C@H](O)[C@@]2(C)O1	8.6	-65.6	-9.9	19.0	-30.6	-24.4	-103.4	-83.6	4.7	-21.0	-4.2
O=C(CC(c1ccccc1)c1cc(Cl)ccc1O)NCCCN1CCOCC1 (centres undefined)	-9.8	10.8	-4.0	-1.3	-16.8	-3.3	-7.8	4.0	5.4	-11.7	20.1
C[C@@H]1CN([C@H](C)CO)C(=O)CCCn2nncc2CO[C@H]1CN(C)Cc1cccc(C(F)(F)F)c1	0.7	-21.3	-3.8	3.1	-9.2	-12.0	9.6	-8.9	-12.2	0.2	0.4
COc1ccc(CN2CNc3c(c(=O)n(C)c(=O)n3C)C2)cc1	0.1	7.8	-8.0	2.0	11.2	-0.3	-19.7	-8.3	-1.4	10.2	-17.6
CCOC(=O)N1CCN(C(=O)c2cc3c(=O)[nH]c4ccccc4c3s2)CC1	4.2	7.3	2.0	-0.2	-13.1	5.0	18.5	-17.1	0.8	-19.5	-29.2
CCn1c([N+](=O)[O-])nc2c1c(=O)[nH]c(=O)n2C	1.2	5.2	12.0	-6.9	-6.7	10.8	21.5	-13.5	-3.8	9.6	-0.1
Cc1nn(C)c(Cl)c1/C=C/C(=O)O	3.0	3.4	nt	-5.8	-4.7	-8.9	0.1	-7.9	-13.1	11.4	-0.4
CCN1CCN(C2=C(Cl)C(=O)N(Cc3ccccc3)C2=O)CC1	3.9	-5.4	-19.8	-7.4	15.2	10.0	-5.8	-6.7	6.5	21.7	-15.3
O=C(CNc1ccccc1Cl)c1ccc(Br)cc1	-5.7	9.2	-4.6	5.2	1.4	13.1	5.4	-10.7	-23.6	-2.5	-5.8
CCOC(=O)Cc1cc(=O)n2[nH]c(-c3ccc(C)cc3)cc2n1	13.6	3.6	-5.6	-15.1	-5.0	-3.8	3.7	5.5	-10.5	0.0	0.7
CC(C)C(OC(=O)c1nsc(Cl)c1Cl)C(=O)NCC1CCCO1 (centres undefined)	-12.7	7.4	-1.8	-0.9	-24.7	1.9	-22.1	2.3	-9.8	-26.3	15.0
CCN(CC)C(=O)CC(c1ccc2c(c1)OCO2)c1c(OC)cc(OC)c2c(-c3ccccc3)cc(=O)oc12 (centres undefined)	-6.9	-27.5	0.3	7.4	-24.6	-4.4	-13.6	-1.8	1.6	-13.1	-19.9
CC(NCC(=O)Nc1cc(Cl)cc(Cl)c1)c1ccccc1 (centres undefined)	1.8	-18.1	5.6	15.4	19.1	-22.3	11.4	-11.1	17.5	-20.8	6.2
COc1ccc(N2CCN(C(=O)CN(Cc3ccccc3)S(C)(=O)=O)CC2)cc1	-4.1	13.4	3.1	8.6	-16.4	-15.3	23.1	5.4	-1.0	2.7	5.8
CCCC(=O)Nc1cccc(S(=O)(=O)N(C)c2ccccc2)c1	-4.4	0.4	-3.0	4.7	18.8	-10.4	14.1	3.5	17.0	14.3	-3.4
O=S(=O)(c1ccc(Oc2ccc3oc4ccccc4c3c2)nc1)N1CCCC1	-8.4	-12.3	-3.1	4.6	-2.7	3.9	12.4	-8.7	19.2	16.0	4.6
Cc1cc(C)cc(CN2CCC(Oc3ccc(C(=O)N4CCCC4)cc3)CC2)c1	1.8	-23.6	-8.3	2.8	-19.3	6.4	-9.7	10.7	9.9	0.9	-14.6
C#CCOCCOCCOCCNc1nc(N2CCN(C(=O)[C@H](CCC(=O)O)n3cc([C@@H](N)[C@H](C)CC)nn3)CC2)nc(N2CCN(C(=O)[C@H](CCC(=O)O)n3cc([C@@H](N)CC(N)=O)nn3)CC2)n1	1.7	-8.9	-11.8	-3.3	1.0	-16.4	3.0	-5.5	-23.3	5.1	-5.5
CCCc1c(C(=O)N/N=C/c2cccc(OCc3ccc(F)cc3)c2)nnn1-c1nonc1N	-16.9	10.5	-1.4	3.5	-5.7	-2.5	-3.0	-4.0	12.2	-16.3	-2.1
Cc1cc(SCC#N)n2nc(C)c(-c3ccccc3)c2n1	1.5	2.6	-5.2	-2.2	-18.7	-6.9	-11.5	-11.6	-37.0	14.5	1.8
Cc1ccc2nsnc2c1S(=O)(=O)N1CCN(Cc2ccc3c(c2)OCO3)CC1	-12.2	18.2	-0.5	-0.4	16.9	-3.3	-11.9	7.7	-18.1	-26.1	19.0
CCSc1nc2c(c(-c3ccc(C)o3)c1C#N)CCCC2	-4.2	18.8	-1.4	-5.5	27.3	2.0	-13.1	-2.5	5.8	-10.1	-1.0
COc1ccc(-c2c3c(=O)n(C)c(=O)n(C)c3cn2-c2ccccc2O)cc1	-7.4	7.3	-0.6	2.6	19.5	-13.1	-11.1	-9.0	-15.7	-8.8	15.7
CC(C)C(NC(=O)c1ccc(F)cc1)C(=O)OCC(=O)N1CC(=O)Nc2ccccc21 (centres undefined)	-11.8	10.2	-3.8	12.9	-1.1	-9.7	24.7	-9.4	-0.1	12.1	-7.2
Nc1cccnc1Oc1ccccc1F	8.1	11.9	-4.2	2.3	-15.5	-3.1	5.9	-4.6	68.5*	8.7	4.4
CCOCCCN1C(=O)CN(C2CCCCC2)C(=O)C1c1ccc(OC)c(OC)c1 (centres undefined)	-13.6	1.3	-18.2	6.5	-7.3	-7.8	0.8	4.1	9.4	-8.6	-5.9
CCC1(CC)Cc2ccccc2C(N)=C1C#N	4.8	-19.4	2.5	-3.2	4.4	7.2	2.0	-5.4	-4.2	-5.4	-30.3
O=c1oc(-c2ccccc2)cc2ccccc12	-4.2	-51.5	nt	nt	-49.9	-12.3	-47.1	-57.0	-69.9	-23.3	-105.8
C[C@H](c1ccccc1)n1nnc(COCc2ccccc2)c1C#CCOCc1ccccc1	-1.9	-14.1	-9.1	-9.4	-24.6	0.6	6.3	9.7	-20.8	-20.0	-4.5
CCOC(=O)c1c(C)[nH]c(O)c1C=Nc1ccccc1	-27.3	-13.8	-17.1	2.6	-9.1	-6.8	3.4	-9.4	-13.8	-15.6	-9.9
COc1ccc(CCNS(=O)(=O)c2ccc3c(c2)CC(C)N3C(=O)C2CC2)cc1OC (centres undefined)	10.6	-14.5	8.1	-3.7	-9.2	-7.4	-10.9	-3.5	-1.8	-7.4	7.7
Cc1c(-c2ccc(F)cc2)nc(N)c(C#N)c1-c1cccnc1	-14.7	22.3	nt	nt	-3.7	-5.1	6.8	2.5	-18.8	5.9	-23.8
CCOC(=O)N1CCN(c2nc(C)c3c(n2)CC(C)CC3=O)CC1 (centres undefined)	-3.8	4.8	7.1	-0.2	-6.1	-6.3	3.1	3.6	-8.5	-10.0	4.8
CC(=O)c1cccc(NC(=O)CN2C(=O)c3ccccc3C2=O)c1	-19.8	-3.8	-0.9	3.8	-5.4	-0.5	5.5	-11.8	-9.4	5.0	10.3
Cc1ccc(/C=C(\NC(=O)c2ccccc2)C(=O)N2CCCCC2)cc1	-9.0	9.0	3.2	-6.2	7.1	-7.6	17.7	-11.6	9.7	5.9	11.4
COc1ccc(C(=O)NCC(C)(C)CNC(=O)c2ccc(OC)cc2)cc1	-18.1	19.0	-0.9	8.6	6.8	-5.7	1.5	-9.5	2.3	-5.3	4.9
CCn1c(SCC(=O)c2ccc3c(c2)OCCO3)nnc1-c1ccco1	16.0	10.5	4.7	-7.5	24.1	-0.3	-2.4	12.9	-8.4	5.1	13.3
O=C(Nc1ccccc1C(F)(F)F)N1CCN(c2ccc3nncn3n2)CC1	-13.6	2.5	4.8	-6.8	11.1	-4.2	4.9	2.3	8.0	-15.9	8.0
COc1cccc(C2CC(C(F)(F)F)n3ncc(C(=O)NC(C)(C)C)c3N2)c1 (centres undefined)	-16.8	9.3	-2.2	-13.7	0.6	-109.9	8.8	20.4	5.9	16.4	8.2
CC(=O)Nc1ccc(NS(=O)(=O)c2cc(C)sc2C)cc1	3.5	11.0	-12.4	0.3	-8.5	-5.8	5.0	-5.5	6.2	12.9	-0.8
CCCCSc1nnc(CCNC(=O)OC(C)(C)C)o1	-3.9	-0.5	0.7	-5.1	6.5	0.1	1.1	-1.7	-25.3	-16.7	2.6
CCc1cccc(NC(=O)C2CCN(S(=O)(=O)c3ccc4c(c3)CC(C)N4C(C)=O)CC2)c1 (centres undefined)	19.3	-6.1	-0.7	11.5	-2.9	-10.3	5.5	-1.4	39.2	9.1	10.6
Cn1nc(C(=O)N2CCOCC2)c2ccccc2c1=O	-27.2	10.9	6.3	2.4	-11.1	-9.0	-5.5	-10.8	0.9	-5.3	-3.1
CC(=O)NC(CC(=O)NCCc1ccccc1)c1ccccc1 (centres undefined)	-10.0	4.0	5.1	-1.8	-16.6	5.4	5.0	-2.5	9.0	-0.8	-2.5
Cc1cccn2cc(CCNS(=O)(=O)c3cccs3)nc12	5.9	-8.3	1.9	-15.1	11.6	0.8	-4.4	0.9	-15.8	-6.7	-27.5
CSc1nc(=S)n(-c2cc(C)ccc2C)c(C)c1C(C)=O	-5.3	-7.7	4.5	4.5	-13.8	-13.3	-6.2	16.1	0.1	10.6	5.0
COc1ccc(CCNC(=O)CCn2c(=O)[nH]c3cc(OC)c(OC)cc3c2=O)cc1OC	-7.2	6.2	3.5	-1.3	-18.4	-7.3	-5.3	-4.3	-18.2	-27.5	6.2
O=C(CCc1ccc(S(=O)(=O)NCCc2ccccc2)cc1)N1CCN(Cc2ccc3c(c2)OCO3)CC1	10.9	19.6	4.2	5.3	22.3	-6.5	55.0*	19.9	12.7	-3.0	30.5
COc1ccc(/C(O)=C2\C(=O)C(=O)N(CC3CCCO3)C2c2cc(OC)ccc2OC)cc1 (centres undefined)	-7.7	9.7	-3.2	-3.1	2.8	-0.7	-17.1	5.0	-0.5	-8.1	8.3

From PubChem BioAssay
